# Bioassay records (PubChem BioAssay)
# HGIII-sPLA2 inh: human group III sPLA2 inhibitors, primary screen, biochemical, QFRET, BODIPY PC-A2 liposome substrate; Group 3 secretory phospholipase A2 (Homo sapiens), Q9NZ20; QFRET BODIPY PC-A2 liposome hydrolysis, fluorescence; inhibition, % at 12.2 µM; 0.56% of 370,000 active; AID 743126, 2013;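 active = inhibition above mean plus 3 SD of compounds lying within the high and low control bounds, cut at about 19% in these data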;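 also: 0% = median of test compound wells and 100% = no enzyme DMSO wells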
# ADAM17 inh: ADAM17 inhibitors, primary screen, biochemical, QFRET; Disintegrin and metalloproteinase domain-containing protein 17 (Homo sapiens), P78536; recombinant ADAM17, EDANS/DABCYL FRET peptide cleavage; inhibition, % at 6.95 µM; 0.83% of 370,000 active; AID 720648, 2013;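 active = inhibition above the mean of compounds lying between control limits plus 3 SD, set per campaign, cut at about 8.5% in these data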;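 also: 0% = DMSO-only wells as the low control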
# DAX1 inh-1: DAX1 (NR0B1) inhibitors, primary screen, cell-based, HEK293, Gal4-DAX1, luciferase luminescence. HEK293 Gal4-DAX1 luciferase reporter. inhibition, % at 6.75 µM. 0.99% of 340,000 active. AID 504766, 2011;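 active = inhibition above the mean over all tested compounds plus 3 SD, cut at about 4.2% in these data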;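 also: 0% = DAX1-transfected cells with DMSO and 100% = empty-vector control cells with DMSO; inhibition shows as a rise in luminescence from relieved DAX1 repression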
# hcDAF12 agonist: H. contortus DAF-12 nuclear receptor activators, primary screen, cell-based, luminescence, HEK293, lit1-tk-luc reporter; HEK293 hcDAF-12 lit1-tk-luc reporter; 0% DMSO, 100% Δ7-dafachronic acid; activation, % at 6.8 µM; 1.4% of 370,000 active; AID 652067, 2013;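 active = activation above the mean of all tested compounds plus 3 SD, cut at about 5.5% in these data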;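 also: 100% = response to 3 µM Δ7-dafachronic acid high control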
# PLCb3 inh: human PLC-beta3 inhibitors, primary screen, biochemical, fluorescence. inhibition, % at 12.2 µM. AID 720704, 2013. 0.18% of 370,000 active. Purified PLC-beta3, fluorogenic substrate. 1-phosphatidylinositol 4,5-bisphosphate phosphodiesterase beta-3 (Homo sapiens), Q01970; in the data active = inhibition above about 11%;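 also: 0% = median of compound wells on plate and 100% = full blocker control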
# Target sequence (Q01970 whole entry, looked up): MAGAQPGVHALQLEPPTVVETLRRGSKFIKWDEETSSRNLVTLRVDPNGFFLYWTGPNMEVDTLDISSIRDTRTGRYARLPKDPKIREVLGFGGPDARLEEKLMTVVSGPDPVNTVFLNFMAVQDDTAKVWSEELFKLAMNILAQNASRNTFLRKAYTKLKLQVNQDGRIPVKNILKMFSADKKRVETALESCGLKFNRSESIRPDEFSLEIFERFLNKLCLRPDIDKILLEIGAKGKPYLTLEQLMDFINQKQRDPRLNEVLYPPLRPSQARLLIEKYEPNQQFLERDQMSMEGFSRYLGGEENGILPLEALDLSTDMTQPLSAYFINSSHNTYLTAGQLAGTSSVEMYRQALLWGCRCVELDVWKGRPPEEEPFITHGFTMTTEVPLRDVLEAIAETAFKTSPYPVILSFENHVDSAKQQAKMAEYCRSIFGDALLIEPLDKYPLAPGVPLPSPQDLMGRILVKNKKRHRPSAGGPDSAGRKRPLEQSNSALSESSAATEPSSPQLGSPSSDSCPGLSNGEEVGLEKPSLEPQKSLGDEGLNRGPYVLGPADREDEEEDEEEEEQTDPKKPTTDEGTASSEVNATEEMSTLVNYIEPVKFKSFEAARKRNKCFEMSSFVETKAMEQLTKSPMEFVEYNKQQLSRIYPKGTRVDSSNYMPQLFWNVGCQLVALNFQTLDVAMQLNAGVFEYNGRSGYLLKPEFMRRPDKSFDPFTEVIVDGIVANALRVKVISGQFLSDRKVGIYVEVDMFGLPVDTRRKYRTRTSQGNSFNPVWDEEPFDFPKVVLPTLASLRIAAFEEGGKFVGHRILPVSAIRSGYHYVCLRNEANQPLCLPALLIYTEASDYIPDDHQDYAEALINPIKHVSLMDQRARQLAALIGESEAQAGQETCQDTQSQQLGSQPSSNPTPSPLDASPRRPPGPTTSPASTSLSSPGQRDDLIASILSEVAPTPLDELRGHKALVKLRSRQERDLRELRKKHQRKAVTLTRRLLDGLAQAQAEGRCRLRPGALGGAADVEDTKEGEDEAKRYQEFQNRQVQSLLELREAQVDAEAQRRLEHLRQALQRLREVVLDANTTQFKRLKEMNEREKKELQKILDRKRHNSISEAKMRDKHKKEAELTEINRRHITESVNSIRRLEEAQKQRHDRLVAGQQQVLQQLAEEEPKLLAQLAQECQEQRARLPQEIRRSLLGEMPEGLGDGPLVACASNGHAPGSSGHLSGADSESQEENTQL
# PLCg1 inh: PLC-gamma1 enzyme inhibitors, primary screen, biochemical, fluorescence, purified enzyme; fluorogenic substrate; inhibition, % at 12.2 µM; 0.84% of 370,000 active; AID 720700, 2013; in the data active = inhibition above about 9.5%
# DAX1 inh-2: DAX1 (NR0B1) inhibitors on StAR promoter, primary screen, cell-based, luminescence, SF-1 (NR5A1), full-length DAX-1 | HEK293T StAR-luciferase reporter, SF-1/DAX-1 repression relief | AID 652010, 2013 | inhibition, % at 6.8 µM | 1.1% of 370,000 active;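 active = inhibition above the mean over all tested compounds plus 3 SD, cut at about 3.6% in these data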;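 also: 0% = DAX-1 cells with DMSO and 100% = cells lacking DAX-1 with DMSO; higher inhibition means more luminescence from relief of DAX-1 repression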
# ssDAF-12 act: S. stercoralis DAF-12 nuclear receptor activators, primary screen, cell-based, luminescence, HEK293, GRIP1 co-expression, lit1-tk-luc; HEK293 ssDAF-12/GRIP1 lit1-tk-luc reporter; % of 3 µM dafachronic acid response; activation, % at 6.8 µM; 1% of 370,000 active;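 active = activation above the mean over all tested compounds plus 3 SD, cut at about 0.9% in these data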;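 also: 0% = DMSO-only wells and 100% = 3 µM delta7-dafachronic acid wells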
# hgDAF-12 ag: H. glycines DAF-12 receptor agonists, primary screen, cell-based, luminescence, HEK293, GAL4 fusion, UAS-luciferase | 1.8% of 370,000 active | AID 687014, 2013 | activation, % at 6.8 µM | HEK293 GAL4-hgDAF12 UAS-luciferase reporter, agonist luminescence; normalized to butyrate control;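 active = activation above a cutoff set at the mean of all screened compounds plus 3 SD, cut at about 10% in these data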;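 also: 0% = DMSO wells and 100% = sodium butyrate wells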
# FXN GAA850 act: FXN promoter activators, primary screen, cell-based, luciferase luminescence, HEK293 lucGAA850 | HEK293 lucGAA850 FXN promoter luciferase reporter, 24 h; percent of 10 µM SAHA response | activation, % at 6 µM | 0.56% of 360,000 active | AID 540364, 2011;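 active = activation above the average of all compounds screened plus 3 SD, cutoff fixed separately per campaign, cut at about 7.5% in these data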;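 also: 0% = DMSO wells and 100% = 10 µM SAHA wells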
# ADAM10 inh: human ADAM10 inhibitors, primary screen, biochemical, QFRET, HTS; inhibition, % at 7 µM; AID 720582, 2013; recombinant ADAM10, EDANS/DABCYL FRET peptide cleavage, 3 h; Disintegrin and metalloproteinase domain-containing protein 10 (Homo sapiens), O14672; 0.62% of 370,000 active;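 active = inhibition above a per-campaign cutoff equal to the mean of compounds falling between control-based bounds plus 3 SD, cut at about 20% in these data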;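 also: 0% = DMSO wells while the 100% control is not disclosed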
# An asterisk follows results filed as active; i = inactive; nt = not tested or not shown.
SMILES,HGIII-sPLA2 inh,ADAM17 inh,DAX1 inh-1,hcDAF12 agonist,PLCb3 inh,PLCg1 inh,DAX1 inh-2,ssDAF-12 act,hgDAF-12 ag,FXN GAA850 act,ADAM10 inh
Cc1nnc2sc(SCC(=O)Nc3ccc(Br)cc3)nn2c1=O,2.2,-4.3,-0.7,0.8,-8.9,1.2,0.2,-1.6,-3.9,-1.5,2.7
COC(=O)[C@]12C[C@H](CC(=O)NCCc3ccccc3OC)C(=O)N(Cc3cccc4ccccc34)C1=C[C@H](COCc1ccccc1)O[C@@H]2C,-8.4,6.2,nt,-3.1,-5.1,2.6,-1.4,-1.3,-2.3,nt,11.7
Cc1ccc(C2CC(=O)Oc3cc(C)cc(C)c32)cc1 (configuration not stated),0.1,-2.4,1.8,-2.2,-5.7,2.7,0.0,-0.5,-0.1,-0.7,-13.6
COc1ccc(CNC(=O)c2ccccc2NC(=O)C2=C(C)OCCS2)cc1,-1.0,-3.7,0.1,0.0,-5.0,2.8,-2.1,-1.4,-0.5,0.3,-11.6
COc1ccc(-c2cc(=O)c3c(O)c(OC)c(OC)c(OC)c3o2)cc1,-10.8,-2.9,0.6,-1.7,-0.6,0.0,-0.1,-0.9,3.0,1.8,-3.5
O=C(O)CCC(=O)Nc1cccc(-c2nc3ccccc3o2)c1,4.0,3.4,-0.6,0.3,-17.7,-8.7,-0.5,-0.1,-0.4,-1.0,-6.2
CCCn1nc(NS(=O)(=O)c2cccc3nonc23)c2cc3cc(C)ccc3nc21,-3.2,-2.5,-0.7,1.3,-8.3,-2.0,0.4,0.4,2.6,3.6,0.4
CC(=O)Nc1ccc(N2C(=O)CSC2c2ccccc2[N+](=O)[O-])cc1 (configuration not stated),-2.3,-4.2,-0.3,-0.9,1.0,0.1,-0.8,-1.7,-0.6,4.7,-2.9
CC12CCC3C(=CCc4cc(O)ccc43)C1CC(=NO)C2O (configuration not stated),-8.4,-5.8,-0.4,-0.7,-8.8,-3.6,-0.6,-0.8,2.5,2.9,-13.1
CC1CCN(CC(=O)NCc2ccccc2)CC1,-1.7,-1.1,-1.0,1.8,8.1,-0.2,0.6,0.1,2.5,-0.8,6.9
Cc1ccc(NC(=O)c2cc(S(=O)(=O)N3CCc4ccccc43)cn2C)cc1,-2.8,2.8,-0.8,0.1,1.8,2.4,-0.8,-0.6,-0.8,-1.3,0.5
O=C(COc1ccc([N+](=O)[O-])cc1)NNC(=O)Nc1ccc([N+](=O)[O-])cc1,-1.4,-0.1,1.6,-0.7,-2.9,0.2,-1.3,-1.3,0.1,1.7,-8.2
COc1cccc(/C=C2\CC3(OC(=O)c4ccco4)CCCN2C3)c1 (configuration not stated),0.2,0.3,nt,-1.8,-4.2,0.7,-0.8,-1.3,-1.7,nt,2.2
CCOc1ccc(Cl)cc1CNc1nnnn1CC,0.1,1.4,2.5,-1.6,-3.0,-4.8,-0.4,-0.8,-1.0,1.4,5.1
CC(C)C(C)NC(=O)COc1nc2ccccc2nc1N(C)C1CCCCC1 (configuration not stated),0.1,-0.8,-0.1,0.1,-2.2,2.6,-0.1,-0.9,0.6,-0.2,4.7
CCCC[C@@H]1CN=C(N)N1CCCC,11.0,2.4,0.5,-1.1,7.4,4.0,-0.3,-1.4,0.8,1.4,7.1
Cc1ccc(C(=O)COc2cc(O)c3c(=O)cc(-c4ccccc4)oc3c2)cc1,0.6,-5.7,1.2,-0.9,-6.7,-1.2,-0.2,0.0,0.2,-0.4,-4.6
COC(=O)c1cccc(C23CC4(C2)[C@H](CN(Cc2ccc(-c5ccccc5)cc2)[C@@H]4c2ccccc2)C3c2ccc(C(F)(F)F)cc2)c1 (some centres not stated),2.5,5.8,nt,0.2,4.1,9.1,0.3,-1.3,-0.2,nt,9.5
COc1cccc(C(=O)NN/C(C)=C/C(=O)C(F)(F)C(F)(F)C(F)(F)F)c1,-5.8,1.4,1.0,0.7,3.9,0.7,1.4,0.1,10.3,-0.1,0.6
CCCN(CCC)C(=S)Nc1cc(C(=O)OC)ccc1C(=O)OC,1.2,-133.9,-1.5,-3.4,-144.2,-139.5,-0.6,-0.9,-0.1,1.7,-433.3

# Profiles from above. Order of values: HGIII-sPLA2 inh	ADAM17 inh	DAX1 inh-1	hcDAF12 agonist	PLCb3 inh	PLCg1 inh	DAX1 inh-2	ssDAF-12 act	hgDAF-12 ag	FXN GAA850 act	ADAM10 inh
# `CCCC[C@@H]1CN=C(N)N1CCCC` is listed as 11.0	2.4	0.5	-1.1	7.4	4.0	-0.3	-1.4	0.8	1.4	7.1
# `COc1cccc(/C=C2\CC3(OC(=O)c4ccco4)CCCN2C3)c1` (configuration not stated) is listed as 0.2	0.3	nt	-1.8	-4.2	0.7	-0.8	-1.3	-1.7	nt	2.2
# `CCCN(CCC)C(=S)Nc1cc(C(=O)OC)ccc1C(=O)OC` is listed as 1.2	-133.9	-1.5	-3.4	-144.2	-139.5	-0.6	-0.9	-0.1	1.7	-433.3

# (cont.)
SMILES,HGIII-sPLA2 inh,ADAM17 inh,DAX1 inh-1,hcDAF12 agonist,PLCb3 inh,PLCg1 inh,DAX1 inh-2,ssDAF-12 act,hgDAF-12 ag,FXN GAA850 act,ADAM10 inh
Cc1ccc2cc3c(=O)n(C)cc(C=O)c3nc2c1,-2.3,-15.1,-0.1,4.9,-32.4,-22.3,0.9,0.5,3.3,4.7,-57.7
O=C(NCc1cccnc1)c1cc(C2CCCCN2S(=O)(=O)c2ccccc2)on1 (configuration not stated),3.1,-5.8,nt,-1.1,-0.2,1.0,0.1,-1.2,-2.0,-1.1,-9.0
COc1ccccc1C(=O)NC(=O)COC(=O)c1ncc(Cl)c(Cl)c1Cl,5.6,-2.6,-0.6,-0.1,-5.4,1.8,0.6,-0.9,0.8,1.3,-7.6
CC(=O)Nc1ccc(S(=O)(=O)NNC(=O)C(=O)NNc2ccccn2)cc1,0.8,-1.3,2.2,-0.2,-8.4,1.8,0.6,-0.8,-1.6,-1.3,6.2
COC(=O)/C(=N/Nc1ccccc1C)N1CCCc2ccccc21,3.2,1.0,-0.4,2.4,2.0,2.9,-0.8,0.1,1.3,3.5,2.2
CC(C)c1ccc(Nc2ncc3c(n2)CCN(C(=O)Nc2ccc(F)c(Cl)c2)C3)cc1,-4.7,7.4,nt,-3.0,-17.7,-13.0,-3.2,-1.7,-1.8,-0.6,0.7
CSCCC(=O)Nc1ccc(C(C)=O)cc1,-3.7,-0.7,1.4,4.0,1.6,-0.9,1.7,-0.7,9.7,6.6,-1.9
[N-]=C=C1C(=O)NC(=O)C([n+]2ccc(-c3ccncc3)cc2)C1c1ccccc1C(F)(F)F (configuration not stated),6.0,-208.5,1.4,-2.9,-417.9,-404.2,0.4,-2.1,-2.7,0.7,i
O=C(CSc1nc(=O)n(CCN2CCOCC2)c2c1CCCC2)Nc1ccccc1Cl,7.2,3.1,1.4,-0.4,7.5,2.3,1.4,-1.0,0.3,3.1,-9.6
O=C(CCN1C(=O)/C(=C\c2cccs2)SC1=S)Nc1ccccn1,4.5,3.5,-0.2,-0.1,-9.3,-2.9,0.7,-1.0,-0.5,1.0,-5.9
O=C(C1CC1)N1CCC(c2nc(-c3ccc(S(=O)(=O)NCC4CCCO4)cc3)no2)CC1 (configuration not stated),-1.4,-3.3,-3.4,-3.2,3.8,-0.2,-3.2,-1.9,-6.9,-5.2,13.9
COc1ccc(S(=O)(=O)N2CCC(N3CCCCC3)CC2)cc1,5.2,1.9,0.9,1.1,5.5,9.7*,1.0,-1.1,-0.9,-0.9,2.0
S=C(NC1CCCCC1)N1CCn2cccc2C1c1ccncc1 (configuration not stated),0.5,-2.8,-0.9,0.1,-13.5,-6.8,0.8,-1.9,4.0,1.4,-0.6
O=c1c(O)c(-c2ccccc2)oc2cc(O)cc(O)c12,-15.9,-0.5,3.8,-0.3,-16.9,-8.3,2.0,-1.7,8.1,0.9,-8.6
CC(C)Nc1nnc(SCC(=O)Nc2ccc3c(c2)C(=O)c2ccccc2C3=O)s1,-2.7,-0.3,-1.9,1.1,4.2,0.5,1.3,-1.6,5.7,0.6,6.9
COc1ccc(C)cc1NC(=O)CCNC(=O)Cn1cnc2ccccc2c1=O,1.9,0.3,0.0,-0.6,-1.7,4.1,0.0,-1.4,-0.5,-0.9,7.5
O=C(COC(=O)/C=C/c1cccs1)Nc1nc(-c2ccccc2)cs1,-6.5,1.6,0.5,5.8*,-1.8,-0.3,-0.6,0.2,6.8,1.8,6.3
COc1cc(NC(=O)COc2cc(O)c3c(c2)OC(C)(C)CC3=O)cc(OC)c1,-4.6,3.8,-2.1,-3.3,-4.5,-1.1,-2.4,-2.4,-1.6,0.9,1.5
Nc1nnc(C(c2ccccc2)c2ccccc2)s1,-1.8,0.4,1.0,-2.5,0.3,-0.1,-0.9,-1.2,1.5,1.8,0.2
O=C(CSc1n[nH]c(-c2cccs2)n1)N1CCCC1,10.9,-4.4,0.1,0.5,-7.8,-2.5,3.2,-0.3,0.1,0.2,-10.1
O=C(CCCN1C(=O)c2cccc3cccc(c23)C1=O)N1CCN(c2ncccn2)CC1,3.4,-2.1,-1.5,-0.5,3.1,0.5,-0.7,-1.4,-1.1,1.2,-4.3
Nn1c(SCC(=O)N2CCCc3ccccc32)nnc1-c1ccc(Cl)cc1,1.1,-1.5,0.5,0.5,0.4,0.7,0.2,-0.9,-0.2,1.7,4.7
CCOC(=O)c1ccc(NS(=O)(=O)c2ccc3c(c2)NC(=O)CCS3)cc1,-19.8,-1.3,-0.6,-2.3,-8.6,-1.1,0.0,-0.6,-0.1,-0.8,2.2
COc1ccc([C@H]2CC(=O)C=C(c3ccc(OC(F)(F)F)cc3)C2)cc1,1.5,1.1,1.8,-0.7,-4.5,0.2,0.1,-0.8,2.8,4.4,6.2
CC(C)C(=O)Nc1cccc(C(=O)N2CCCCC2C)c1 (configuration not stated),2.9,-3.0,0.3,-1.3,1.5,-2.2,-0.2,-0.9,-0.2,-0.2,8.7
NC(=O)C(Cc1ccccc1)NS(=O)(=O)c1ccc(N2CCCC2=O)cc1 (configuration not stated),8.9,0.2,1.3,-1.6,-4.1,3.0,0.2,-1.3,-1.9,0.4,-1.2
